LMPTP block – LMPTP (human) inhibition; recombinant LMPTP-A, OMFP fluorogenic substrate, fluorescence intensity; AID 651560; P24666; hit rate 0.22% among 360,000; inhibition, % at 20 µM;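 active means compounds that cut the enzyme signal by at least half of the control window in the single-dose screen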;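 further: plate controls were DMSO wells with enzyme plus substrate for no effect and substrate without enzyme for full effect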
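Test system: LMPTP-A phosphatase enzyme. Amount: LMPTP-A at 0.625 nM final in the reaction. Reagent: OMFP substrate, 400 µM final. Times: 50 min at room temperature. Signal: endpoint fluorescence intensity from OMFP dephosphorylation. Read-out basis: % inhibition. Benchmarks: no-enzyme and uninhibited controls.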
CSN inh – CSN deneddylation inhibition; Q92905; AID 651999; inhibition, % at 12.5 µM; hit rate 0.38% among 360,000; Purified CSN, SCF-Nedd8-OG deneddylation, fluorescence polarization;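 active means pattern-corrected inhibition above about 35%, with an unprinted fluorescence ratio check between 0.5 and 1.5, limit read from the data, passing the limit was not always enough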;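 further: 0% = enzyme with substrate and 100% = substrate without enzyme; some results filed as inactive read as strong as hits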
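test system = HEK293T-derived human Csn5 enzyme | amount = 0.24 nM Csn5 enzyme, final concentration | medium = Tris/NaCl/DTT buffer, pH 7.5 | schedule = 90 min reaction at room temperature | signal = FP | evaluation = inhibition of Csn5 cleavage, % | compound dosing = single dose of 12.5 µM compound with 0.25% DMSO | probe or stimulus = 10 nM SCFSkp2-Nedd8OG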
Rin1-Abl PPI inh – inhibitors of human Rin1-Abl protein interaction; hit rate 0.4% among 360,000; P00519+Q13671; TR-FRET Rin1/Abl binding, biochemical; inhibition, % at 7.35 µM; AID 588664; in the data active means inhibition above about 5%, passing the limit was not always enough
STEP block – STEP (human) phosphatase inhibition. recombinant STEP, OMFP fluorogenic substrate, fluorescence. hit rate 0.25% among 360,000. AID 588621. inhibition, % at 20 µM. P54829;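 active means inhibition at 20 µM, scaled per plate between control wells, above about 37%, limit read from the data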;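 further: 0% = DMSO with enzyme and substrate and 100% = substrate only without enzyme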
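material = STEP tyrosine phosphatase | reagent = fluorogenic phosphatase substrate OMFP at 25 µM final | doses = single compound dose of 20 µM, 1% DMSO final | schedule = 20 min reaction, room temperature, in the dark | measured by = fluorescence, 480/540 nm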
NadD block – inhibitors of Staphylococcus aureus NadD; purified NadD enzyme, colorimetric absorbance read-out; inhibition, % at 20 µM; hit rate 0.78% among 360,000; in the data active means inhibition above about 26%; further: some compounds past the cut are filed as inactive
Scp-1 inhibitor – blocks human Scp-1 phosphatase activity; Q9GZU7; Recombinant Scp1, phosphopeptide, malachite green phosphate absorbance; inhibition, % at 20 µM; hit rate 0.88% among 340,000; AID 493091;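 active means inhibition above about 50% at 20 µM, limit read from the data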;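 further: plate controls were DMSO wells with enzyme for no effect and wells lacking enzyme for full effect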
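System: truncated SCP-1 phosphatase (76-261aa); medium: Tris acetate buffer pH 5.5 with MgCl2 and Tween-20; incubation: 45 min room-temperature reaction, 5 min colour, 30 min stabiliser; compound: single 20 µM dose, 1% DMSO; reagent: Phosphorylated 17-residue peptide substrate; read-out: % inhibition at 20 µM; technique: colorimetric free-phosphate detection, absorbance 630 nm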
DNMT1 inh – inhibitors of human DNMT1 | DNMT1 molecular beacon, Hinp1I cleavage, fluorescence | inhibition (reported as % activation of signal), % at 10 µM | hit rate 0.83% among 360,000; in the data active means inhibition above about 50%
Target sequence (P26358 504-1616 limits assumed): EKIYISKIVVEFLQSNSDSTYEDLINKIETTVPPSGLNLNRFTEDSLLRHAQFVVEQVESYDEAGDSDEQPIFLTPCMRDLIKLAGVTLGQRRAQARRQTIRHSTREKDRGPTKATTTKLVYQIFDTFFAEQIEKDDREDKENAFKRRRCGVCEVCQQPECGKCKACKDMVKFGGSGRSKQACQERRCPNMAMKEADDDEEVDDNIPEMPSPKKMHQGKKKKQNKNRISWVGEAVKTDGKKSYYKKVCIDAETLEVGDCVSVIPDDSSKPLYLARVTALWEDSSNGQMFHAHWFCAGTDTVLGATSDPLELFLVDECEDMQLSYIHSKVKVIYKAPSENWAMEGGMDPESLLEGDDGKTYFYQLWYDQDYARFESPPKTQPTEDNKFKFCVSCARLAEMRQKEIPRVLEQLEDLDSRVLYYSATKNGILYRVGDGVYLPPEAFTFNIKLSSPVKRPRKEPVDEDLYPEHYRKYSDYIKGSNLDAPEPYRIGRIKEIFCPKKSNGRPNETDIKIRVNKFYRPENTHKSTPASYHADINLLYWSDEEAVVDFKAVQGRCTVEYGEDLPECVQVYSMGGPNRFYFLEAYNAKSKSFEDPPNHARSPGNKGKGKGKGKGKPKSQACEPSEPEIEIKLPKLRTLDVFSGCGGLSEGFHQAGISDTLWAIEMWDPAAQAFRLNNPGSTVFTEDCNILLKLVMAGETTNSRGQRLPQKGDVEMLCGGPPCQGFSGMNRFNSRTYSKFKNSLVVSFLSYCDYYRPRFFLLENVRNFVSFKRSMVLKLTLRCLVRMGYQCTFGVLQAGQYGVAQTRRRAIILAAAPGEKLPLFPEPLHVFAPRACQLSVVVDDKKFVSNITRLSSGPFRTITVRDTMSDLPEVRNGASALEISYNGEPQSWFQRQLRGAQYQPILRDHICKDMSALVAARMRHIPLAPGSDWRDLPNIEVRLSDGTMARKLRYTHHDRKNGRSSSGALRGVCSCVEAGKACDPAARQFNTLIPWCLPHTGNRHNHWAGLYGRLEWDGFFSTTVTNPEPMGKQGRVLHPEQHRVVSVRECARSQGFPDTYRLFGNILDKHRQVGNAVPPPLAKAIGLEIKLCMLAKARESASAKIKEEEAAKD
SUMO1 PPI mod – SUMO1-SIM interaction modulation. P63165. inhibition, % at 20 µM. AID 602429. hit rate 0.33% among 360,000. SUMO1 binding to a labelled peptide, TR-FRET, 1 h; in the data active means inhibition above about 37%
Rpn11 block – blocks the human proteasome subunit Rpn11. human 26S proteasome, Ub4-pepOG fluorescence polarization; 20S core pre-blocked with epoxomicin. O00487. hit rate 0.59% among 360,000. calls only at 20 µM;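 active means inhibition at 20 µM, scaled to each plate's controls, above about 33%, limit read from the data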
Neddyl block – blocks human cullin neddylation. TR-FRET cullin neddylation, biochemical. calls only at 25 µM. hit rate 0.58% among 360,000; in the data active means inhibition above about 36%
* = called active by the depositor; i = inactive; . = not tested or not shown.

SMILES	LMPTP block	CSN inh	Rin1-Abl PPI inh	STEP block	NadD block	Scp-1 inhibitor	DNMT1 inh	SUMO1 PPI mod	Rpn11 block	Neddyl block
CC1(c2ccccc2)CC(C)(C)N(C(=O)C2CCCO2)c2ccccc21 (centres undefined)	-0.1	-4	-2	5	-3	2	11	-2	i	i
O=c1[nH]c2ccccc2c(O)c1-[n+]1ccccc1	-4.3	-5	2	3	2	-11	1	-2	i	i
Cc1c(Cl)c(C(=O)N2CCCCCC2)nn1C	0.0	-3	3	0	2	-2	-1	-2	i	i
O=C(CCn1c(=O)oc2ccccc21)Nc1ccc(C(=O)O)cc1	-0.2	3	3	3	-2	-1	1	2	i	i
CCC(=O)Nc1cc(C(=O)O)ccc1S(=O)(=O)c1ccc(C)cc1	-1.4	19	1	9	-8	67*	63*	7	i	i
FC(F)Oc1ccc(NC(=S)NN2CCOCC2)cc1	-0.2	-3	4	0	-1	2	7	-3	i	i
Nc1nc(SCC(=O)N2CCCCC2)[nH]c(=O)c1NC(=O)c1cccs1	-1.8	8	-1	-1	1	-12	2	5	i	i
Cc1c(NC(=S)NC(=O)c2ccccc2Cl)c(=O)n(-c2ccccc2)n1C	0.4	-4	2	2	-1	-6	1	4	i	i
Cc1noc(/C=C/N(C)C)c1S(=O)(=O)N1CCCC(C(=O)N2CCc3ccccc32)C1 (centres undefined)	-0.4	3	0	0	-2	-9	-1	-6	i	i
Cc1c(C(=O)N2CCN(C)CC2)oc2ccc(Br)cc12	-0.6	2	2	2	-4	-1	0	0	i	i
Cc1ccc2sc(C)[n+](CCO)c2c1	-3.0	-5	3	-3	-3	-4	2	0	i	i
Cc1ccc2c(CN3CCN(c4ccccc4F)CC3)cc(=O)oc2c1	1.7	-3	2	-1	-3	.	5	1	i	i
Cc1cccc(NC(=O)Cn2cc(C(=O)C3CC3)c3ccccc32)c1	1.7	3	2	0	-7	-5	-2	0	i	i
O=C(Nc1nccs1)OCc1ccccc1	0.6	-3	-1	-2	0	0	4	29	i	i
Cc1cc(N2CCN(C)CC2)nc2ccc(NC(=O)CCC(=O)NCCC(C)C)cc12	-1.8	-1	-3	2	-11	-3	3	0	i	i
Cc1ccc(O)c(C=Nc2ccc3[nH]ncc3c2)c1	-1.4	-3	-3	0	0	-4	-2	-2	i	i
Cc1onc(-c2ccccc2)c1C(=O)Nc1nnc(C(C)(C)C)s1	0.0	0	0	1	0	-6	1	0	i	i
Cc1ccc(-c2noc(CCC(N)=O)n2)cc1	-0.8	-1	1	5	-2	-22	2	12	i	i
Cc1cc(Oc2ccc(N)cn2)ccc1Cl	-1.3	5	-1	-5	-3	-9	-1	-6	.	i
C=CCOc1ccc(C2NC(=S)NC(C)=C2C(=O)c2ccccc2)cc1OC (centres undefined)	-0.5	-2	-6	0	8	-1	-9	1	i	i
C/C(=C\c1ccc(F)cc1)C(=O)c1c(C)cc(C)[nH]c1=O	0.3	1	0	1	-3	-1	-2	1	i	i
Cc1ccc(NC(=O)C(C)Oc2ccccc2)cc1S(=O)(=O)N1CCCCCC1 (centres undefined)	2.0	2	2	0	-3	-8	-3	-8	i	i
O=C1NC2=C(CCc3ccccc32)C(c2ccc(Br)cc2)N1 (centres undefined)	0.1	5	-1	-1	-4	-7	-11	-18	i	i
Nc1nc(SCC(=O)Nc2ccc(Oc3ccccc3)cc2)n[nH]1	0.1	1	3	-3	-2	-8	-4	1	i	i
O=C(Nc1ccccc1C(=O)O)c1cncc(Br)c1	-1.4	1	6	3	4	2	4	10	i	i
Cc1cccc(C)c1Nc1nnc(SCc2nc3ccccc3c(=O)[nH]2)s1	-2.0	-14	1	0	3	5	7	0	i	i
COC(=O)[C@@H]1C[C@@]2(O)[C@H](O)[C@H](O)[C@H](O)C[C@H]2N1CC1CC1	-3.2	0	4	-2	1	-1	3	4	i	i
O=C(Nc1nccs1)c1cc(S(=O)(=O)N2CCOCC2)ccc1Cl	-0.2	-2	1	-2	-2	-1	1	3	i	i
CSc1ccccc1NC(=S)Nc1ccc(S(N)(=O)=O)cc1	0.8	1	2	1	-1	-9	0	-2	i	i
CCOc1cc(C(=O)OCC(=O)c2c(N)n(C)c(=O)n(C)c2=O)cc(OCC)c1OCC	0.2	4	3	-2	0	-6	-5	18	i	i
C=CCN(c1ccccc1)S(=O)(=O)c1cccc(C(=O)NC2CCN(Cc3ccccc3)CC2)c1	0.5	5	-3	9	-2	2	-4	5	i	i
Cc1c(Nc2ncccc2C(=O)O)cccc1C(F)(F)F	-0.1	-4	-5	0	-3	-6	-2	4	i	i
Cc1ncoc1C(=O)N1CCCC(C(=O)c2cccc(OC(C)C)c2)C1 (centres undefined)	-1.3	3	5	-4	1	-3	-1	-2	i	i
Cc1cccc(OCC(=O)N/N=C2/SCC(=O)N2Cc2ccco2)c1	0.3	0	8	1	-3	-1	-3	0	i	i
N#C/C(=C/c1ccc(C(=O)O)cc1)C(=O)Nc1ccccc1	-1.4	6	-2	-3	-4	-5	-2	-4	i	i
CCCN(C(=O)Cc1nc(N)n[nH]1)C1(C(=O)Nc2c(C)cccc2C)CCCCC1	-1.4	-2	2	-11	2	0	7	1	i	i

3 of the compounds above, as comma-separated lines:
SMILES,LMPTP block,CSN inh,Rin1-Abl PPI inh,STEP block,NadD block,Scp-1 inhibitor,DNMT1 inh,SUMO1 PPI mod,Rpn11 block,Neddyl block
Cc1c(Nc2ncccc2C(=O)O)cccc1C(F)(F)F,-0.1,-4,-5,0,-3,-6,-2,4,i,i
Cc1ncoc1C(=O)N1CCCC(C(=O)c2cccc(OC(C)C)c2)C1 (centres undefined),-1.3,3,5,-4,1,-3,-1,-2,i,i
Cc1cccc(OCC(=O)N/N=C2/SCC(=O)N2Cc2ccco2)c1,0.3,0,8,1,-3,-1,-3,0,i,i

Whole records, quoted from the list:
Profile of CCCN(C(=O)Cc1nc(N)n[nH]1)C1(C(=O)Nc2c(C)cccc2C)CCCCC1 = LMPTP block = -1.4; CSN inh = -2; Rin1-Abl PPI inh = 2; STEP block = -11; NadD block = 2; Scp-1 inhibitor = 0; DNMT1 inh = 7; SUMO1 PPI mod = 1; Rpn11 block = i; Neddyl block = i
Profile of O=C(Nc1nccs1)c1cc(S(=O)(=O)N2CCOCC2)ccc1Cl = LMPTP block = -0.2; CSN inh = -2; Rin1-Abl PPI inh = 1; STEP block = -2; NadD block = -2; Scp-1 inhibitor = -1; DNMT1 inh = 1; SUMO1 PPI mod = 3; Rpn11 block = i; Neddyl block = i

Continued:
SMILES	LMPTP block	CSN inh	Rin1-Abl PPI inh	STEP block	NadD block	Scp-1 inhibitor	DNMT1 inh	SUMO1 PPI mod	Rpn11 block	Neddyl block
CCOC(=O)c1c(C)[nH]c(C(=O)COC(=O)C2(C)CC2(Cl)Cl)c1C (centres undefined)	1.8	-3	-3	-3	-8	-14	-4	-1	i	i
CN(CC(=O)N1CCc2ccccc2C1)c1ccccc1	-1.2	1	-1	1	0	-6	0	2	i	i
Cc1nnc(NC(=O)CSc2n[nH]c(-c3ccccc3)n2)s1	-7.8	-10	1	-2	3	-5	-2	5	i	i
CCN(CC)C(=O)C1=C(C)N(Cc2ccc(C(C)(C)C)cc2)C(=O)C(CC(=O)NC2CCCCC2)C1 (centres undefined)	0.5	-2	-1	-1	5	.	4	0	i	i
O=C1NCCCCC1NS(=O)(=O)c1cccc2ccccc12 (centres undefined)	-1.5	-2	2	1	-3	-8	-5	-4	i	i
CC1(C)Cc2nc3sc4c(SCC(=O)NCc5ccco5)ncnc4c3cc2CO1	-1.0	0	-99	-1	11	12	7	3	i	i
O=C(CSc1nc2ccccc2s1)Nc1cc(S(=O)(=O)N2CCOCC2)ccc1Cl	0.4	-7	2	3	-4	-1	-5	5	i	i
CCOC(=O)CCSc1nc2c(c(C(F)(F)F)c1C#N)CCC2	3.2	3	-2	1	-3	-8	-2	1	i	i
CN(Cc1ccon1)Cc1cn(Cc2ccccc2)nc1-c1ccc2c(c1)OCO2	-2.9	2	0	8	-4	-3	1	-1	i	i
NC(=O)c1c(N)sc2c1CCCC2	-0.6	1	1	1	1	-3	-3	2	i	i
O=C1C2C3C=CC(CC3)C2C(=O)N1c1ccc2c(c1)OCO2 (centres undefined)	-2.7	-7	-2	-4	1	0	1	0	i	i
CCNC(=S)N1CCN(C(=O)c2ccco2)CC1	-0.8	0	-3	0	-6	-1	0	2	i	i
Cc1ccc(OCc2cc(C(=O)N3CCN(c4ccccc4)CC3)no2)cc1C	4.3	1	4	4	-5	0	3	-1	i	i
Cn1c2c(c(=O)n(C)c1=O)CS(=O)c1ccccc1N2 (centres undefined)	-1.4	-3	6	0	1	.	-1	1	i	i
CCc1ccc(NC2Nc3cc(C)nn3S2)cc1 (centres undefined)	-0.1	2	-1	-1	9	-4	-2	1	i	i
CCOC(=O)[C@@H]1[C@H]2COc3ccccc3[C@H]2N2C(=O)N(c3ccc(Br)cc3)C(=O)[C@]12C	-0.6	0	2	-1	-11	-8	-2	0	i	i
CCN(CC)C(=O)c1cc([N+](=O)[O-])cc2c1-c1ccc([N+](=O)[O-])cc1C2=C(C#N)C#N	2.6	0	4	1	2	-4	-26	-30	i	i
C=CCN(c1ccc(C(=O)Nc2cc(C)cc(C)c2)cc1)S(C)(=O)=O	-0.1	-17	3	2	-2	-7	-1	-4	i	i
COc1ccc(NC(=O)C2C3CC/C=C\CCC32)cc1 (centres undefined)	-1.0	-4	1	4	-4	-1	-2	4	i	i
CC(Sc1nc(N2CCOCC2)nc(N2CCOCC2)n1)C(=O)Nc1ccccc1 (centres undefined)	-1.3	2	1	1	2	3	2	3	i	i
O=C(O)C1C2C=CC(O2)C1C(=O)Nc1cccc(C(F)(F)F)c1 (centres undefined)	-2.2	-1	-2	-2	-4	-4	3	4	i	i
Cc1ccc(-c2cc3nn(-c4ccccc4)c(N)c3c(=O)o2)cc1	0.6	-5	-5	0	-10	-5	1	-10	i	i
COc1ccccc1CNC(=O)CN1C(=O)NC2(CCC(C)CC2)C1=O (centres undefined)	-1.2	-2	2	3	1	-7	-1	4	i	i
O=C(Nc1ccc(N2CCCCC2)cc1)c1ccc(F)cc1	0.1	6	0	4	-1	-12	-6	-1	i	i
O=[N+]([O-])c1cccc(/C([O-])=C(/C(=S)Nc2cccc3ccccc23)[n+]2ccccc2)c1	4.1	1	1	1	19	-4	15	-20	i	i
COC(=O)[C@@]1(Cc2ccc(F)cc2)[C@H]2c3cc(C(=O)N(C)C)n(Cc4ccc(C)o4)c3C[C@H]2CN1C(=O)c1ccccc1	2.0	-2	.	.	-7	.	.	6	.	i
CCOc1ccc(C(=O)NCC(C)C)cc1	-0.3	0	1	1	-1	-1	0	-1	i	i
Cc1cccc(N2CCN(C(=S)NCCc3ccccc3)CC2)c1C	3.0	-1	-3	6	0	-4	-4	1	i	i
COc1ccc(C(=O)Nc2ccnn2C2CCN(C(C)CSC)CC2)cc1 (centres undefined)	-1.3	-2	3	1	-1	-3	0	2	i	i
COc1ccc(-c2cc(C(=O)Nc3cccnc3Cl)no2)cc1OC	2.2	2	-1	0	-14	6	0	1	i	i

Assay outcomes from PubChem.

This is a random part of the collection. Share with any hit: about 3.8%.
